M. tuberculosis GlmU: inhibition of mycobacterial GlmU enzyme – biochemical, glucosamine-1-phosphate acetyltransferase (AID 1376); Bifunctional protein GlmU (Mycobacterium tuberculosis (strain ATCC 25618 / H37Rv)); M. tuberculosis GlmU acetyltransferase enzyme assay; higher % means a stronger effect; inhibition, %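 (tested at 30 µM in the primary screen)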; hits with a dose series show IC50 in µM; 220,000 tested, 0.25% active; in the data active means inhibition above about 13%;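 further: 0% = complete reaction with vehicle and 100% = reaction without substrate; strong numbers were not always called active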
Mtb RmlCD inh: M. tuberculosis RmlC/RmlD coupled enzyme inhibitors, primary screen, biochemical, compound mixtures, 384-well, from 1536-well plates. dTDP-4-dehydrorhamnose reductase (Mycobacterium tuberculosis (strain ATCC 25618 / H37Rv)) …. RmlC+RmlD coupled enzyme assay, percent inhibition; primary screen in compound mixtures. inhibition, % at 3.6 µM. 160,000 tested, 0.03% active. AID 1533, 2009; in the data active means inhibition mostly above about 34%, no sharp cut-off; further: some results filed as inactive read as strong as hits
Target sequence (P9WH09 whole entry, looked up): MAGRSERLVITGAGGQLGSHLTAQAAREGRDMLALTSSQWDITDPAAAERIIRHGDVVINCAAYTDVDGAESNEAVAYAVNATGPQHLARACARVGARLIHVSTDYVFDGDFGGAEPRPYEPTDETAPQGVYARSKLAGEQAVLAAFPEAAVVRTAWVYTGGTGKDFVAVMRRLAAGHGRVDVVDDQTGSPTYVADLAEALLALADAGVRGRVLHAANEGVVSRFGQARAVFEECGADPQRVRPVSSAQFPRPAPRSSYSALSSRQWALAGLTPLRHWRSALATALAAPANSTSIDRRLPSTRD
Target sequence (P9WH11 whole entry, looked up): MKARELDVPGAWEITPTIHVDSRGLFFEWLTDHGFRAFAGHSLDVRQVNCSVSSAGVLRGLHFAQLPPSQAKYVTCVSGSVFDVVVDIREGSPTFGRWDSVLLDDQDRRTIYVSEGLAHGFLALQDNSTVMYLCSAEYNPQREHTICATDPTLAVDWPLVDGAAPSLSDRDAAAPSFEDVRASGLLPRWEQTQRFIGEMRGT
The depositor's hits bear a star; . = not tested or not shown. The list is partial (hit frequency here may not be typical).

canonical_smiles	M. tuberculosis GlmU	Mtb RmlCD inh
Cc1cc(NC(=O)C(=O)NCCN2CCN(C(=O)c3cccs3)CC2)ccc1Br	3.9%	.
CCNC(=S)SCCOc1ccccc1C	2.0%	-6
Cn1c(=O)[nH]c(=O)c2c1nc(CN1CCN(c3ccccc3F)CC1)n2CC(N)=O	-2.0%	-8
COc1cc(/C=N/Nc2ccc(Cl)c(C(=O)O)c2)ccc1OC(=O)c1cccs1	5.7%	-10
CN(/N=C/c1ccc2c(c1)OCO2)c1ccccc1	3.0%	.
CO/N=C/c1c(C(=O)OC)nn(-c2ccccc2)c1Cl	2.5%	-6
O=S1(=O)CC(O)C(NCc2ccco2)C1 (stereo not given)	2.6%	-4
COc1ccc(-c2nc(N)ncc2-c2csc(C)n2)c(O)c1	5.0%	.
CCN1C(=O)/C(=C2\C=Cc3cc(C)ccc3N2CC)OC1=S	3.1%	-7
CC1=NN(C(=O)c2nn(C)cc2Br)C(O)(C(F)(F)F)C1 (stereo not given)	7.1%	-34
CCOc1cccc(C(=O)NC(=S)Nc2cccc(C)c2)c1	0.2%	-2
CCOc1ccc(CCNC(=O)Cn2cccc2C(=O)c2ccccc2C)cc1OCC	2.9%	2
CC1CN(c2ccc(NC(=O)c3ccco3)cc2C(=O)O)CC(C)O1 (stereo not given)	-4.0%	-11
Cc1ccc(NC(=O)COC(=O)c2cc(Cl)cc(Cl)c2)c(Br)c1	-0.1%	.
Nc1nc(Nc2ccccc2F)nc(NCc2ccccc2)c1[N+](=O)[O-]	7.4%	-4
CC(CNS(=O)(=O)c1ccccc1)Sc1nncn1C (stereo not given)	-0.1%	37
Brc1cccc(C2CC(c3ccccc3)n3nnnc3N2)c1 (stereo not given)	-0.3%	.
Cn1c(O)c(N=NC(=O)CNC(=O)c2ccco2)c2ccccc21	-1.8%	4
O=C(NCCSCc1ccccc1)c1ccc(F)cc1	-4.9%	-6
O=C(C1CCN(c2nnnn2-c2ccccc2)CC1)N1CCN(c2ccccc2)CC1	6.2%	.
O=C(N/N=C\c1ccc(Br)o1)C1COc2ccccc2O1 (stereo not given)	-2.2%	-10
CC(=O)Nc1sc(C)c(C)c1C(=O)Nc1ccc(C)cc1	-2.6%	.
CCOc1cc(CNc2ccccc2SC)ccc1O	1.8%	-14
Cc1ccc(C)c(N2CCN(CC(=O)Nc3ccc4[nH]c(=O)[nH]c4c3)CC2)c1	0.9%	-10
CCOc1cc2[nH]c(=O)n(Cc3ccc(C(=O)NCCOC)cc3)c(=O)c2cc1OCC	.	14
COc1cc(NC(=O)COC(=O)CCc2cc(OC)c(OC)c(OC)c2)cc(OC)c1	-7.2%	.
COc1ccc(NC(=O)CC23CC4CC(CC(C4)C2)C3)cn1	-2.3%	9
CSc1nc2sccc2c(=O)[nH]1	-3.9%	1
CCC(=O)N(CCc1ccccc1)Cc1cc2cc(OC)ccc2[nH]c1=O	6.4%	6
CCN1CCN(c2nc3ccccc3nc2C(C#N)S(=O)(=O)c2ccc(C)cc2)CC1 (stereo not given)	.	-2
O=C(CSc1nc2ccccc2[nH]1)NC1CCCC1	3.4%	.
CCN(C(=N)N=C(N)N)c1ccccc1	-2.6%	.
O=S(=O)(Nc1ccccn1)c1cccc(S(=O)(=O)c2ccc(Cl)cc2)c1	1.6%	.
CCn1c2ccccc2c2nnc(SCC(=O)NCCOC)nc21	5.1%	-9
COc1ccc(/C=C(\NC(=O)c2cccs2)C(=O)NCc2ccco2)cc1OC	0.1%	.
Cc1ccc(C(C(=O)NC2CCCC2)N(Cc2ccco2)C(=O)CCC(=O)Nc2cc(C)on2)cc1 (stereo not given)	3.1%	.
O=c1cnc2ccccc2n1CC1CCCCC1	5.5%	.
CCOC(=O)c1sc(C)c2c1NC(C)(c1ccccc1)NC2=O (stereo not given)	-3.1%	-8
CC(=O)c1c(C)[nH]c(C(=O)OCC(=O)Nc2ccc([N+](=O)[O-])cc2Cl)c1C	-4.8%	-8
CCCCCCCCCOC(=O)C(CC(=O)O)N1CCOCC1 (stereo not given)	-2.9%	-6
O=C(Nc1nnc(C2CC2)s1)c1cc2c(s1)CCCCCC2	4.8%	.
CCOC(=O)Cc1cc(=O)n2[nH]cc(-c3cccc(Br)c3)c2n1	-2.8%	0
CSc1nc(C)cc(Oc2ccc(OCC(N)=O)nn2)n1	1.9%	-4
O=C(Nc1nc2ccc([N+](=O)[O-])cc2s1)c1c(F)cccc1F	-1.3%	-13
COc1c(C)cc(C(=O)C2CCCN(C(=O)c3ccoc3)C2)cc1C (stereo not given)	0.9%	15
Cc1ccc2c(n1)sc1c(N)ncnc12	1.7%	8
O=C(C1CCCN(S(=O)(=O)c2cccc3cccnc23)C1)N1CCc2ccccc21 (stereo not given)	7.4%	21
Cn1nc2c3ccccc3n(Cc3ccc(F)cc3)c2nc1=S	3.2%	-4
COc1ccc(C(C)=O)cc1CN1C(=O)NC2(CCCCCCC2)C1=O	-2.5%	-11
CCN(C(=O)CN1CCOCC1)C1(C)C(=O)c2ccccc2C1=O	0.3%	8

(continued)
canonical_smiles	M. tuberculosis GlmU	Mtb RmlCD inh
CCc1nnc(NC(=O)CSc2ccc(-c3nc4ccc(C)cc4[nH]3)cn2)s1	1.2%	4
NC(=O)COc1ccc(-c2noc(COc3ccccc3[N+](=O)[O-])n2)cc1	3.5%	4
COc1ccc2[nH]c(=O)c(-c3noc(-c4ccc(F)cc4)n3)cc2c1	4.1%	88
Cc1ccc(NC(=O)[C@@H](NC(=O)c2cccc(S(=O)(=O)N3CCOCC3)c2)C(C)C)cc1C	1.5%	-6
Cc1ccc(S(=O)(=O)N2C(=O)CCC2C(=O)NCc2ccco2)cc1 (stereo not given)	-2.6%	13
O=C(CCCc1c[nH]c2ccccc12)N1CCOCC1	0.8%	-9
Clc1ccc(OCCSc2ncccn2)c2ccccc12	-0.2%	-11
CN(CC(=O)NCc1ccccc1Cl)CC(=O)Nc1cccc(F)c1	1.5%	9
Cc1[nH]c2ccccc2c1C(=O)NS(=O)(=O)Nc1ccccc1	-3.4%	.
CN(C)/C=C/C(=O)c1ccc(Oc2ncccn2)cc1	6.7%	-7
CCN(CC)CCOC(=O)C12CC3CC(CC(C3)C1)C2	-1.3%	2
N=C1C(c2nc(-c3ccc(Cl)cc3)cs2)=C(O)CN1CCCN1CCOCC1	-2.0%	-11
C=CCN1C(=O)/C(=C2/Sc3ccc(OC)cc3N2C)SC1=Nc1ccc(OC)cc1	-6.5%	6
Cc1ccc(-c2nnn(CCC(=O)Nc3ccc4c(c3)OCO4)n2)cc1	4.6%	2
COc1ccccc1CNC(=O)c1cccc(NC(=O)c2ccccc2)c1	-3.2%	10
CN1C(=O)S/C(=C\c2ccc(-n3cncn3)cc2)C1=O	0.8%	.
O=C(C1CC(c2ccc(Cl)c(Cl)c2)=NO1)N1CCC2(CC1)OCCO2 (stereo not given)	0.0%	-8
COc1ccc(O)c(-c2cc(-c3ccccc3[N+](=O)[O-])[nH]n2)c1	3.2%	.
CC(C)(C)[Si](OCC[C@@H]1C[C@@]1(C)[C@@H](NP(=O)(c1ccccc1)c1ccccc1)c1ccccc1)(c1ccccc1)c1ccccc1	-7.2%	.
COc1ccc(-c2nn(-c3ccccc3)cc2C(=O)N2c3ccc(C)cc3C3CN(C)CCC32)cc1 (stereo not given)	0.1%	-6
Cc1ccc(-c2nnc(-c3ccc(NC(=O)c4cccs4)cc3)o2)cc1	6.1%	-4
COc1ccc(OC)c(/C=N/NC(=O)CCc2n[nH]c(=O)[nH]c2=O)c1	-2.3%	0
O=c1c2ccccc2c(-c2ccccc2)nn1-c1ccc(Cl)c(Cl)c1	5.0%	2
COc1cccc(C(=O)NC(=S)NCc2ccco2)c1	-1.0%	-11
O=C(Nc1cccc(NC(=O)c2cccs2)c1)c1ccc([N+](=O)[O-])o1	0.9%	.
COc1ccc(C(=O)COC(=O)CN2C(=O)C3C4C=CC(C4)C3C2=O)cc1 (stereo not given)	-0.6%	.
O=C(Cc1ccc(Br)cc1)Nc1ccc(S(=O)(=O)NCC2CCCO2)cc1 (stereo not given)	2.3%	-3
COC(=O)c1sccc1-n1cccc1C(=O)NCc1ccccc1	5.0%	-7
CCc1ccc(Cn2nnc(C(=O)Nc3cccc(C)c3)c2N)cc1	2.4%	4
Cc1nc2ccccc2n1CC(=O)NCCN1CCCC1	4.3%	14
CCSc1nc(C(F)(F)F)cc(=O)n1-c1ccccc1	-0.2%	34
Cc1cccc(NC(=O)CSc2nnc(-c3ccco3)n2CC2CCCO2)n1 (stereo not given)	8.0%	.
O=C(Nc1nc2ccccc2[nH]1)c1ccccc1F	-2.4%	-1
Cc1nc2ncnn2c(C)c1CCC(=O)NCc1ccco1	8.2%	-5
O=C(NC1CC1)C1=C[C@H](c2ccc(Br)cc2)C[C@H](OCc2ccc(CO)cc2)O1	0.2%	.
O=c1c2c3c(sc2nc2sc(CN4CCOCC4)cn12)CCCC3	2.2%	9
COc1ccc(CC(=O)N/N=C/C=C/c2cccc([N+](=O)[O-])c2)cc1OC	1.6%	-3
C/C(=N\NC(=O)c1cccc(Cl)c1)c1cccc(NC(=O)c2ccco2)c1	4.8%	20
CCc1nnc(NC(=O)CSc2nnc(Cc3cc(=O)[nH]c(=O)[nH]3)n2-c2cccc(OC)c2)s1	2.1%	13
CC1(C)CC(=O)C2=C(C1)OC(N)=C(C#N)C2c1cn(-c2ccccc2)nc1-c1ccccc1 (stereo not given)	3.6%	.
C/C(=N\NC(=O)CCC(=O)Nc1ccc(C)c(C)c1)c1cccs1	-2.3%	-6
NC(=O)NC(=O)COC(=O)c1ccc(OC(F)F)cc1	-5.4%	.
CCOc1ccccc1CN1CCN(CCCn2cccn2)CC1CCO (stereo not given)	7.1%	12
C=CCSc1n[nH]c(-c2cccs2)n1	4.7%	-12
N#CC1(C#N)C(C(N)=O)C1c1ccccc1 (stereo not given)	2.0%	12
COc1ccc(C(=O)Oc2ccc(/C=N/O)cc2)cc1	-5.3%	.
Cc1[nH]c2ccccc2c1C(=O)COC(=O)c1ccc[n+]([O-])c1	-2.0%	-5
Cc1ccc(C)c2[nH]c(=O)c(CCNC(=O)c3ccc(Br)o3)cc12	9.8%	.
Cc1ccc(-n2ncc3c(=O)n(CC(=O)N4CCN(c5ccccc5)CC4)cnc32)cc1	0.8%	-3
COc1cc(/C=N/NC(=O)c2ccc(=O)[nH]n2)ccc1O	5.7%	.

Further records follow:
canonical_smiles	M. tuberculosis GlmU	Mtb RmlCD inh
COc1cccc(NC(=O)/C=C/c2ccc([N+](=O)[O-])cc2)c1	-0.7%	.
COc1ccc(N2CCN(Cc3cc(=O)oc4cc(C)c(Cl)cc34)CC2)cc1	-3.6%	8
CN1CCc2nc(SCc3ccc(C(C)(C)C)cc3)c(C#N)cc2C1	-0.4%	6
Cn1c(SCC(=O)c2ccccc2)nnc1-c1ccco1	0.1%	.
Cc1cc(O)c(Oc2cc(C)cc(O)c2O)c(O)c1	8.5%	8
COCCCNC(=S)NCCNc1nc2c(C)c(C)ccc2cc1C#N	0.2%	.
O=C(OCC1CC(c2ccccc2)=NO1)c1ccc(Br)cc1 (stereo not given)	-7.8%	10
O=C(Nc1ccc(Br)cc1)c1cccnc1N1CCOCC1	-4.4%	.
COc1ccc(NC(=S)N2c3ccccc3CC2C)cc1OC (stereo not given)	0.8%	-5
CCOC(=O)/C(C#N)=C/c1c(Oc2cccc(C)c2)nc2ccccn2c1=O	1.8%	-9

Shown with two lines to a compound: entries from further up.
Value order: M. tuberculosis GlmU, Mtb RmlCD inh
- CN1CCc2nc(SCc3ccc(C(C)(C)C)cc3)c(C#N)cc2C1
→ -0.4%, 6
- Cn1c(SCC(=O)c2ccccc2)nnc1-c1ccco1
→ 0.1%, .
- Cc1cc(O)c(Oc2cc(C)cc(O)c2O)c(O)c1
→ 8.5%, 8
- COCCCNC(=S)NCCNc1nc2c(C)c(C)ccc2cc1C#N
→ 0.2%, .
- O=C(OCC1CC(c2ccccc2)=NO1)c1ccc(Br)cc1 (stereo not given)
→ -7.8%, 10
- O=C(Nc1ccc(Br)cc1)c1cccnc1N1CCOCC1
→ -4.4%, .
- COc1ccc(NC(=S)N2c3ccccc3CC2C)cc1OC (stereo not given)
→ 0.8%, -5

Continuation:
canonical_smiles	M. tuberculosis GlmU	Mtb RmlCD inh
C=C(C)c1cccc(C(C)(C)NC(=O)NC2CC(C)(C)NC(C)(C)C2)c1	-3.8%	-10
CCOC(=O)/C(C#N)=C/c1cc2ccccc2nc1N1CCCCC1	-2.3%	.
Cc1cc(C)cc(OCC(=O)N/N=C/c2ccc([N+](=O)[O-])o2)c1	2.5%	-18
N#CCCn1c(=S)[nH]c2ccccc21	-0.9%	1
CCN1C(=O)C(CC(=O)Nc2ccc(OC)cc2)N(Cc2ccc3c(c2)OCO3)C1=S (stereo not given)	-4.7%	-1
CC1(C)Cc2ccccc2-c2nc3n(c(=O)c21)CCCS3	4.5%	8
Cc1nn(Cc2ccc(F)cc2)c(C)c1NC(=O)c1cnn2c1NC(c1cccs1)CC2C(F)(F)F (stereo not given)	-3.8%	.
CCOC(=O)c1nc(C)n(-c2ccc(Cl)cc2)n1	2.5%	9
